Screening results deposited in PubChem by several laboratories.
DAX1 inh-1: DAX1 (NR0B1) inhibitors on StAR promoter, primary screen, cell-based, luminescence, SF-1 (NR5A1), full-length DAX-1 | HEK293T StAR-luciferase reporter, SF-1/DAX-1 repression relief | inhibition, % at 6.8 µM | hit rate 1.1% among 370,000 | AID 652010, 2013;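 active means inhibition above the mean over all tested compounds plus 3 SD, cut at about 3.6% in these data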;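 further: 0% = DAX-1 cells with DMSO and 100% = cells lacking DAX-1 with DMSO; higher inhibition means more luminescence from relief of DAX-1 repression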
hcDAF-12 act: H. contortus DAF-12 nuclear receptor activators, primary screen, cell-based, luminescence, HEK293, lit1-tk-luc reporter; HEK293 hcDAF-12 lit1-tk-luc reporter; 0% DMSO, 100% Δ7-dafachronic acid; activation, % at 6.8 µM; hit rate 1.4% among 370,000;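 active means activation above the mean of all tested compounds plus 3 SD, cut at about 5.5% in these data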;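 further: 100% = response to 3 µM Δ7-dafachronic acid high control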
DAX1 inh-2: DAX1 (NR0B1) inhibitors, primary screen, cell-based, HEK293, Gal4-DAX1, luciferase luminescence. inhibition, % at 6.75 µM. hit rate 0.99% among 340,000. AID 504766, 2011. Nuclear receptor subfamily 0 group B member 1 (Homo sapiens), P51843. HEK293 Gal4-DAX1 luciferase reporter;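 active means inhibition above the mean over all tested compounds plus 3 SD, cut at about 4.2% in these data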;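 further: 0% = DAX1-transfected cells with DMSO and 100% = empty-vector control cells with DMSO; inhibition shows as a rise in luminescence from relieved DAX1 repression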
sPLA2-III inh: human group III sPLA2 inhibitors, primary screen, biochemical, QFRET, BODIPY PC-A2 liposome substrate; Group 3 secretory phospholipase A2 (Homo sapiens), Q9NZ20; hit rate 0.56% among 370,000; AID 743126, 2013; inhibition, % at 12.2 µM; QFRET BODIPY PC-A2 liposome hydrolysis, fluorescence;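 active means inhibition above mean plus 3 SD of compounds lying within the high and low control bounds, cut at about 19% in these data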;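 further: 0% = median of test compound wells and 100% = no enzyme DMSO wells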
hgDAF-12 ag: H. glycines DAF-12 receptor agonists, primary screen, cell-based, luminescence, HEK293, GAL4 fusion, UAS-luciferase | AID 687014, 2013 | Nuclear hormone receptor DAF-12 (Heterodera glycines), GAL4 fusion | activation, % at 6.8 µM | HEK293 GAL4-hgDAF12 UAS-luciferase reporter, agonist luminescence; normalized to butyrate control | hit rate 1.8% among 370,000;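 active means activation above a cutoff set at the mean of all screened compounds plus 3 SD, cut at about 10% in these data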;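 further: 0% = DMSO wells and 100% = sodium butyrate wells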
NPR1 activator: GC-A stimulated cGMP production enhancers – HEK293 GC-A cells, cGMP TR-FRET, EC30 ANP, primary screen. Atrial natriuretic peptide receptor 1 (Homo sapiens), P16066. hit rate 0.14% among 370,000. 0% at EC30 ANP, 100% saturating ANP. activation, % at 10 µM. AID 1671463, 2021; in the data active means activation above about 40%
GC-B act: human GC-B receptor activators, primary screen, HEK293 GC-B cells, cGMP TR-FRET, EC30 CNP; 0% at EC30 CNP, 100% saturating CNP; activation, % at 10 µM; hit rate 0.11% among 370,000; AID 1920062, 2024;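 active means activation at 10 µM reaching about 35% in either raw or pattern-adjusted values, limit read from the data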
Target sequence (P20594 whole entry, looked up): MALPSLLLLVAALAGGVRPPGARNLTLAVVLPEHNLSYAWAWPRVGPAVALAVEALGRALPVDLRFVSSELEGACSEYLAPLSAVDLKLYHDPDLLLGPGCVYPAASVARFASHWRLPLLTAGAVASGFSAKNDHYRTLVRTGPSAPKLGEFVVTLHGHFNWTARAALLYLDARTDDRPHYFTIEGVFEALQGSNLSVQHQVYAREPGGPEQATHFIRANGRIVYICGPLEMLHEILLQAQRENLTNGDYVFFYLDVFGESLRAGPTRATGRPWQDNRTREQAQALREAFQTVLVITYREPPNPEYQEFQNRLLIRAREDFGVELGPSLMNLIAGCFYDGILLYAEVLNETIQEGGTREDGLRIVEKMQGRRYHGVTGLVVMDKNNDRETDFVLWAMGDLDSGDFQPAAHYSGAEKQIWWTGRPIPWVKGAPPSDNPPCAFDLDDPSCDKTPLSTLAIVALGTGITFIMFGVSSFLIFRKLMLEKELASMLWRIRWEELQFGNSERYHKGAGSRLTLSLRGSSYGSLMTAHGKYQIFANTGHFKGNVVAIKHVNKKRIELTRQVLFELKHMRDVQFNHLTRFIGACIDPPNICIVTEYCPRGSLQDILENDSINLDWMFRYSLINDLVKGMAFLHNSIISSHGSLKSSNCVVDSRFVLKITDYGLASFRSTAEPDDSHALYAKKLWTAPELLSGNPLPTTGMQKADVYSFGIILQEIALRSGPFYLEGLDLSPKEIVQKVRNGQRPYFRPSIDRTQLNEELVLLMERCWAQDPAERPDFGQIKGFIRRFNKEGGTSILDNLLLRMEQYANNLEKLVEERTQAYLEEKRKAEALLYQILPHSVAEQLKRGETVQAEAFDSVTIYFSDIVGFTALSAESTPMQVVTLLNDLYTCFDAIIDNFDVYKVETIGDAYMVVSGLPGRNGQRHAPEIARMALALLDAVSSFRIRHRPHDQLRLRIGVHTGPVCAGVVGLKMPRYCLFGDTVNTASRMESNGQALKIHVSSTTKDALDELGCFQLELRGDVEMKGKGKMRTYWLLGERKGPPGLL
ADAM10 inh: human ADAM10 inhibitors, primary screen, biochemical, QFRET, HTS; Disintegrin and metalloproteinase domain-containing protein 10 (Homo sapiens), O14672; recombinant ADAM10, EDANS/DABCYL FRET peptide cleavage, 3 h; inhibition, % at 7 µM; hit rate 0.62% among 370,000;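 active means inhibition above a per-campaign cutoff equal to the mean of compounds falling between control-based bounds plus 3 SD, cut at about 20% in these data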;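 further: 0% = DMSO wells while the 100% control is not disclosed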
ssDAF12 agonist: S. stercoralis DAF-12 nuclear receptor activators, primary screen, cell-based, luminescence, HEK293, GRIP1 co-expression, lit1-tk-luc; Nuclear hormone receptor DAF-12 (Strongyloides stercoralis); HEK293 ssDAF-12/GRIP1 lit1-tk-luc reporter; % of 3 µM dafachronic acid response; activation, % at 6.8 µM; hit rate 1% among 370,000; AID 652126, 2013;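 active means activation above the mean over all tested compounds plus 3 SD, cut at about 0.9% in these data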;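 further: 0% = DMSO-only wells and 100% = 3 µM delta7-dafachronic acid wells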
SMARCA2 act: SMARCA2 (BRM) function activators, primary screen, cell-based, luminescence, high throughput. AID 652017, 2013. hit rate 1% among 370,000. activation, % at 9.1 µM. MG213 cells, MMTV-luciferase reporter, dexamethasone, overnight; in the data active means activation above about 7.8%;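 further: 0% = vehicle wells and 100% = reference activator wells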
GAA850 FXN act: FXN promoter activators, primary screen, cell-based, luciferase luminescence, HEK293 lucGAA850. HEK293 lucGAA850 FXN promoter luciferase reporter, 24 h; percent of 10 µM SAHA response. activation, % at 6 µM. hit rate 0.56% among 360,000. AID 540364, 2011;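 active means activation above the average of all compounds screened plus 3 SD, cutoff fixed separately per campaign, cut at about 7.5% in these data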;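 further: 0% = DMSO wells and 100% = 10 µM SAHA wells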
* marks the source's active call; other numbers are inactive results; nt = not tested or not shown.

Start of the data: the first six records, ahead of the listing:
SMILES | DAX1 inh-1 | hcDAF-12 act | DAX1 inh-2 | sPLA2-III inh | hgDAF-12 ag | NPR1 activator | GC-B act | ADAM10 inh | ssDAF12 agonist | SMARCA2 act | GAA850 FXN act
CCN1CCCC1CN(Cc1cc2ccc(C)cc2[nH]c1=O)C(=S)Nc1ccc(OC)cc1OC (centres undefined) | 0.6 | 2.5 | 0.1 | -8 | 1.8 | -6 | 0 | -12 | 0.3 | -3 | 1.1
C/C(=N\OCC(=O)OCC(=O)NC(=O)c1ccccc1)c1ccc2c(c1)OCO2 | 0.4 | 0.0 | 0.3 | -2 | 0.8 | 0 | -5 | -2 | -1.0 | 0 | 1.0
Clc1ccc(Cn2cc(/C=N/n3cnnc3)c3ccccc32)c(Cl)c1 | 0.4 | -1.6 | -1.0 | -2 | -2.4 | -3 | 0 | 13 | -1.3 | -2 | 5.4
COc1cc(C(=O)OCCc2c(C)nc3nc[nH]n3c2=O)cc(OC)c1OC | -0.5 | -0.6 | -0.1 | 1 | 0.4 | -1 | 3 | -7 | -0.8 | -4 | 0.8
COC(=O)c1cccc(-c2noc(-c3ccccc3F)n2)c1 | 0.7 | 2.2 | 2.0 | 7 | 8.1 | -3 | -4 | -1 | -0.5 | 3 | 1.6
Cc1ccc(NC(=O)CCN2CCN(CCO)CC2)cc1 | 0.2 | 0.3 | -0.3 | -1 | 1.5 | 5 | 4 | 2 | -1.9 | -4 | 2.6

This part in full, from the start:
SMILES | DAX1 inh-1 | hcDAF-12 act | DAX1 inh-2 | sPLA2-III inh | hgDAF-12 ag | NPR1 activator | GC-B act | ADAM10 inh | ssDAF12 agonist | SMARCA2 act | GAA850 FXN act
CCN1CCCC1CN(Cc1cc2ccc(C)cc2[nH]c1=O)C(=S)Nc1ccc(OC)cc1OC (centres undefined) | 0.6 | 2.5 | 0.1 | -8 | 1.8 | -6 | 0 | -12 | 0.3 | -3 | 1.1
C/C(=N\OCC(=O)OCC(=O)NC(=O)c1ccccc1)c1ccc2c(c1)OCO2 | 0.4 | 0.0 | 0.3 | -2 | 0.8 | 0 | -5 | -2 | -1.0 | 0 | 1.0
Clc1ccc(Cn2cc(/C=N/n3cnnc3)c3ccccc32)c(Cl)c1 | 0.4 | -1.6 | -1.0 | -2 | -2.4 | -3 | 0 | 13 | -1.3 | -2 | 5.4
COc1cc(C(=O)OCCc2c(C)nc3nc[nH]n3c2=O)cc(OC)c1OC | -0.5 | -0.6 | -0.1 | 1 | 0.4 | -1 | 3 | -7 | -0.8 | -4 | 0.8
COC(=O)c1cccc(-c2noc(-c3ccccc3F)n2)c1 | 0.7 | 2.2 | 2.0 | 7 | 8.1 | -3 | -4 | -1 | -0.5 | 3 | 1.6
Cc1ccc(NC(=O)CCN2CCN(CCO)CC2)cc1 | 0.2 | 0.3 | -0.3 | -1 | 1.5 | 5 | 4 | 2 | -1.9 | -4 | 2.6
CC(=O)c1nnn(-c2ccc(F)cc2F)c1C | -0.3 | -0.3 | 1.7 | 3 | 1.2 | 0 | 0 | -6 | -0.9 | -2 | 0.0
Cc1csc(=O)n1CCC(=O)OCC(=O)NNC(=O)c1ccc(Br)cc1 | 3.2 | 0.9 | 1.7 | -5 | -1.0 | 3 | -3 | 1 | -0.8 | 3 | 1.1
Cc1c(NC(=O)CSc2nnc(-c3ccco3)n2-c2ccccc2)c(=O)n(-c2ccccc2)n1C | -0.3 | -0.3 | 0.2 | 0 | 0.2 | 8 | -2 | -2 | -1.3 | 1 | 2.4
CCc1ccc(Cn2nnc(C(=O)Nc3ccc(OC)cc3OC)c2N)cc1 | 0.7 | -0.7 | -0.7 | 7 | 0.7 | -1 | -2 | -47 | -1.5 | -2 | 2.1
O=C(NCC(=O)N(c1ccccc1)C(C(=O)NCC1CCCO1)c1ccccc1)c1cccs1 (centres undefined) | -0.1 | -2.6 | -0.7 | -1 | 0.8 | -3 | -1 | 3 | -1.3 | 0 | 0.0
CC(=O)NC(C)C12CC3CC(CC(C(=O)O)(C3)C1)C2 (centres undefined) | 0.4 | -2.6 | -0.5 | 2 | 0.8 | 0 | -2 | 11 | -0.7 | 3 | 1.2
COc1ccccc1N1CCN(c2nc3ccccc3nc2C(C#N)C(=O)OC(C)C)CC1 (centres undefined) | 1.0 | 0.1 | 0.4 | 1 | 3.9 | -5 | -3 | -154 | -1.1 | -1 | 0.7
CCCNC(=O)c1onc(CSc2ccc(F)c(F)c2)c1C(=O)NCCC | -0.8 | 0.7 | nt | -9 | 0.3 | 3 | 2 | 6 | -1.1 | 1 | nt
CC(C)(C)OC(=O)N1CCC(NC(=O)c2[nH]cnc2C(=O)Nc2ccccc2F)CC1 | -0.5 | -0.9 | -0.1 | -9 | -0.7 | 4 | 5 | 8 | -1.3 | -3 | -1.1
CCc1nn(-c2cc(Oc3ccccc3)nc(-c3ccccc3)n2)c(N)c1C#N | 0.0 | -2.2 | 0.4 | -1 | -0.8 | 0 | 5 | -12 | -1.1 | -1 | -1.0
Cc1ccc(NC2CCCN(C(=O)CCCN3CCCCC3=O)C2)cc1C (centres undefined) | 0.2 | -0.1 | 0.8 | -7 | 3.6 | -3 | -1 | -5 | -0.9 | -2 | 2.0
Cc1c(CCO)c(=O)n(-c2ccccc2)n1S(=O)(=O)c1ccc([N+](=O)[O-])cc1 | -0.2 | 0.6 | 0.1 | 0 | -0.9 | -2 | 1 | -8 | -0.7 | 0 | 1.7
COc1cc(C(=O)OCC(=O)Nc2ccc(C)cc2)cc(OC)c1OC | -0.2 | -1.9 | 1.2 | -1 | -3.0 | -1 | 0 | 5 | -1.2 | 4 | 0.8
CC(=O)N1c2ccc(S(=O)(=O)N3CCC(C(=O)NCc4ccc(F)cc4)CC3)cc2CC1C (centres undefined) | -0.5 | -0.7 | 0.2 | 2 | -1.6 | -3 | 0 | 10 | -1.2 | 1 | 1.1
Cc1ccc(C)c(N(C)C(=O)COc2cc(=O)n(C)c3ccccc23)c1 | 1.0 | -2.0 | 4.8* | -4 | -2.7 | -1 | -7 | -14 | -0.8 | 4 | -0.1
O=C(CN(Cc1ccccc1C(F)(F)F)C(=O)CNC(=O)c1ccco1)NC1CCCC1 | 0.0 | -0.1 | 1.3 | -6 | -1.8 | 0 | 5 | -2 | -1.1 | -4 | -0.4
Cc1nn(Cc2ccccc2)c(C)c1NC(=O)CSc1nc(-c2ccccc2)nc2c1cnn2-c1ccccc1 | -0.5 | -1.6 | 0.5 | 7 | 0.5 | -3 | 1 | 5 | -1.1 | -2 | 1.1
CCN1C(=O)[C@H]2[C@H]3CN=C(SCc4ccc(C#N)cc4)N3[C@@](CC)(C(=O)OC)[C@H]2C1=O | 0.6 | -1.8 | 0.5 | 2 | 6.4 | 2 | -1 | -11 | -0.9 | 3 | 0.9
COc1ccc(COC(=O)C2=C(C)NC(=O)NC2c2ccccc2OC(C)C)cc1 (centres undefined) | -0.5 | -2.6 | -0.9 | 3 | -0.6 | -20 | -6 | 3 | -2.1 | -6 | -0.7
COc1cccc(NC(=O)CN(C)C(=O)CCN2C(=O)C3CC=CCC3C2=O)c1 (centres undefined) | -0.4 | -1.2 | 0.3 | 3 | 0.7 | 2 | 6 | -2 | -0.7 | -2 | 2.1
Cc1nc(Cc2ccccc2)sc1CC#N | 0.8 | 3.8 | 0.0 | 2 | 0.4 | 2 | -4 | -14 | -0.1 | 1 | 3.4
COc1ccc(CN2C(=O)C(C)=C(C)C2OC)cc1 (centres undefined) | -0.2 | 0.1 | -0.7 | 5 | -2.2 | -2 | 1 | 2 | -1.8 | -2 | -1.1
O=C(CC(=O)NC1CCCCC1)N/N=C/c1ccccc1F | 0.4 | 1.0 | nt | -7 | -1.9 | 1 | 4 | 0 | -0.7 | -3 | nt
Brc1ccc(-c2n(-c3ccccn3)c3ccccc3[n+]2-c2ccccn2)cc1 | -0.2 | -1.4 | -1.6 | -4 | 1.3 | -11 | -13 | 6 | -1.9 | 0 | 1.6
COc1cccc(-c2cccc(NC(=O)C3CCN(Cc4cnn(C)c4)CC3)c2)c1 | 0.8 | 2.8 | 0.7 | 7 | 0.6 | -4 | 2 | 9 | -1.3 | 0 | -0.1
COc1ccc(/C=C/c2nc(-c3ccccc3O)n[nH]2)cc1 | 4.6* | 6.5* | 2.0 | -239 | 20* | -4 | -8 | 12 | 0.1 | 3 | 7.6*
O=C(CCC(=O)c1ccccc1)Nc1ccccc1OC(F)F | 0.0 | -2.6 | -0.9 | -3 | -0.1 | 0 | 0 | 3 | -1.3 | -2 | -0.7
CN1OC[C@@H]2CN(C(=O)c3cccc4ccccc34)[C@H](c3ccccc3Br)C[C@@H]21 | 0.1 | 0.3 | nt | -2 | 9.1 | -3 | 0 | -3 | -0.6 | 0 | nt
Cc1ccc2nc3sc(C(=O)N4CCOCC4)c(N)c3cc2c1 | 3.7* | 6.5* | 1.3 | 13 | 8.6 | 3 | -4 | -34 | 0.7 | 1 | -1.4
O=C(Nc1nncs1)c1ccccc1Br | 0.1 | -0.9 | 0.6 | 7 | 0.6 | 3 | 3 | 3 | -1.1 | 3 | -1.5
CC(Cl)C(=O)NC(=O)NC12CC3CC(CC(C3)C1)C2 (centres undefined) | -0.4 | -1.2 | -0.1 | 2 | 2.5 | 12 | 7 | 4 | -1.0 | 4 | 4.2
O=C(NC1CCCC1)c1ccc2c(c1)S(=O)(=O)c1ccccc1C2=O | -0.5 | -2.1 | -1.1 | 1 | -2.7 | -1 | -1 | -4 | -1.5 | 1 | 4.1
CCOC(=O)c1c(C)nc2cc(C)ccn12 | -0.1 | -1.7 | 0.3 | 6 | -0.5 | 4 | -6 | -1 | -0.7 | 1 | 3.4
COc1ccc(C2NC(=O)c3sc(=S)n(-c4ccccc4)c3N2)cc1 (centres undefined) | -0.6 | -1.9 | -0.6 | -34 | 0.8 | 3 | -6 | 6 | -1.3 | 0 | 3.5
